Spn DPM-DC inh: inhibitors of Streptococcus pneumoniae diphosphomevalonate decarboxylase; purified DPM-DC, PK/LDH coupled NADH fluorescence; hit rate 0.49% among 65,000; calls only at 10 µM; AID 556;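 active means the 320 compounds with the highest percent inhibition in the single-dose primary screen, excluding strongly autofluorescent ones, cut at about 32% in these data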;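 further: kinetic rate of NADH fluorescence loss reporting ADP formed by the decarboxylase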
Alkaline phosphatase: inhibition of tissue-nonspecific alkaline phosphatase – biochemical, luminescent (AID 518). purified TNAP enzyme, luminescent substrate readout; higher % means a stronger effect. hit rate 0.09% among 64,000. one-dose inhibition, % at 20 µM; IC50 in µM for titrated hits; in the data active means a potency from the dose series; inactive means the rest, 99 in 100 with inhibition below about 22%;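 further: plate controls were vehicle for no effect and reference inhibitor for full effect; many of its hits are not listed in these tables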
Spn MK inh: inhibitors of Streptococcus pneumoniae mevalonate kinase; purified MK, PK/LDH-coupled NADH absorbance 340 nm; inhibition, % at 10 µM; hit rate 0.48% among 65,000;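 active means ranked among the strongest by inhibition in the single 10 µM screen, a fixed top-ranked set picked for dose follow-up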; further: no value below 0 was filed
PMK inhibit: S. pneumoniae PMK inhibition; AID 539; inhibition, % at 10 µM; hit rate 0.49% among 65,000; purified PMK, PK/LDH-coupled NADH absorbance 340 nm;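 active means top-ranked compounds by inhibition in the single 10 µM screen, taking a fixed number of the strongest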;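 further: 0% = full reaction with DMSO carrier and 100% = background rate without enzyme reaction; no value below 0 was filed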
HPDE-C7 viability: HPDE-C7 pancreatic duct cell viability loss – fluorescence, HTS (AID 430); HPDE-C7 pancreatic duct cells viability, fluorescence; higher % means a stronger effect; cytotoxicity, % at 10 µM; hits with a dose series show EC50 in µM; hit rate 1.8% among 63,000;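 further: cells exposed to compound for 48 hours before viability readout; 0% = vehicle and 100% = reference cytotoxic drug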
Bfl-1 displacement: displacement of Bid BH3 peptide from Bfl-1 – biochemical, fluorescence polarization, FITC-Bid, mouse, primary screen (AID 432) | FITC-Bid BH3 peptide fluorescence polarization displacement; higher % means a stronger effect | displacement, % at 20 µM, or IC50 in µM where a hit was titrated | hit rate 0.02% among 64,000; in the data active means a potency from the dose series; inactive means the rest, 99 in 100 with displacement below about 15%; further: strong numbers were not always called active
HT1080 viability: HT1080 cell viability loss – fluorescence readout (AID 620). HT1080 viability, fluorescence; higher % means a stronger effect. hit rate 0.42% among 87,000. cytotoxicity, % at 10 µM, or EC50 in µM where a hit was titrated;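 further: cells exposed to compound overnight then 4 h with Alamar Blue; 0% = vehicle DMSO and 100% = killing control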
LYP phosphatase: LYP phosphatase inhibitors, primary screen, biochemical, DiFMUP fluorescence, recombinant catalytic domain, 10 µM (AID 606). inhibition, % at 10 µM, or IC50 in µM where a hit was titrated. recombinant LYP catalytic domain, DiFMUP fluorescence; higher % means a stronger effect. 52,000 tested, under 10 active;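 active means IC50 under 40 µM in the dose-response test; inactive means IC50 of 40 µM or more, or never dose-tested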
KRASV12 cytotoxicity: viability loss of HPDE-C7K cells – cell-based, fluorescence, HTS, primary screen (AID 431); HPDE-C7K KRASV12 cells, Alamar Blue viability, 48 h; higher % means a stronger effect; hit rate 1.7% among 63,000; one-dose cytotoxicity, % at 10 µM; EC50 in µM for titrated hits;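 active means compounds whose percent cytotoxicity in the single-dose primary screen, scaled between solvent and toxic-drug controls, exceeds 50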;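 further: 0% = DMSO solvent wells and 100% = doxorubicin-treated wells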
PMK inhibit pilot replicates: further read-out of PMK inhibit, marked with its call; inhibition, %; measured here: pilot screen replicates
Spn MK inh pilot replicates: also measured in Spn MK inh; calls as there; inhibition, %; measured here: pilot screen replicates
Spn DPM-DC inh pilot screen %: recorded beside Spn DPM-DC inh, whose call it bears; inhibition, %; measured here: pilot screen trials
An asterisk follows results filed as active; i = inactive; x = no result given; + = active, no number. Unless noted, no stated cut-off is given here; in the data, active means cytotoxicity above about 50%; inactive means the rest. No enrichment for hits; 3.6% or so of the library scored in one or more.

SMILES	Spn DPM-DC inh	Alkaline phosphatase	Spn MK inh	PMK inhibit	HPDE-C7 viability	Bfl-1 displacement	HT1080 viability	LYP phosphatase	KRASV12 cytotoxicity	others
COc1ccc2[nH]c(=O)c(CN(CC3CCCO3)C(=O)Nc3ccccc3)cc2c1 (stereo not drawn)	+	9%	4	9	-17%	-3%	-6%	x	-12%
O=C(CSc1nc2ccccc2c(=O)n1Cc1ccco1)NCc1ccco1	i	15%	2	0	-2%	-7%	6%	x	-12%
COCCn1c(C)cc(C(=O)CSc2ccc(NC(C)=O)cc2)c1C	i	11%	12	11	3%	-10%	x	x	6%
Cc1nc2ncnn2c(N2CCN(C(=O)Cc3cccs3)CC2)c1C	i	5%	2	7	-16%	10%	1%	5%	-12%
CCC(=O)Nc1nc2ccc(NC(C)=O)cc2s1	i	10%	11	0	1%	-1%	-2%	x	-1%
CCOc1ccccc1NC(=O)C1CCN(S(=O)(=O)c2c(C)noc2C)CC1	i	5%	0	10	-2%	-5%	x	6%	4%
O=C(COc1ccccc1)NCCc1nc2ccccc2[nH]1	i	11%	4	11	-17%	-11%	4%	14%	-9%
CCN(CC)S(=O)(=O)c1ccc2[nH]cc(C(=O)NCCN3CCCCC3C)c(=O)c2c1 (stereo not drawn)	i	6%	0	13	0%	3%	-6%	15%	3%
C=CCn1c(SCC(=O)Nc2cc(NC(C)=O)ccc2OC)nnc1-c1cccnc1	i	6%	9	6	-26%	-4%	-4%	15%	-16%
CCOC(=O)N1CCN(C(=O)C2CCN(c3ncnc4c3sc3cccc(F)c34)CC2)CC1	i	9%	20	12	34%	-3%	12%	-6%	24%
Cc1oc2cc(OC(C)C(=O)O)ccc2c(=O)c1Oc1ccccc1 (stereo not drawn)	i	2%	11	5	1%	0%	2%	5%	5%
COc1ccc(-n2c(Cc3cccn3C)nnc2SCC(=O)Nc2ccc(F)cc2)cc1	i	2%	10	4	-4%	1%	-5%	5%	2%
CCn1c(=O)c(=O)[nH]c2cc(C(=O)Nc3ccc(S(=O)(=O)N4CCCC4)cc3)ccc21	i	15%	8	22	6%	6%	-1%	-27%	1%
CCOC(=O)c1cc(-c2ccc(C)cc2)n(CC(=O)NCc2ccco2)c1C	i	-7%	11	7	-9%	4%	-2%	7%	-8%
CCCCCn1c(SCCOCC)nc2c1c(=O)[nH]c(=O)n2C	i	7%	4	6	2%	-1%	x	4%	4%
COc1cccc(-c2cc(C(=O)Nc3c(C)nn(Cc4ccccc4)c3C)no2)c1	i	18%	7	1	14%	-6%	1%	15%	5%	PMK inhibit pilot replicates=0.5;Spn MK inh pilot replicates=0.0;Spn DPM-DC inh pilot screen %=0.0
CCOC(=O)CNC(=O)CN1CCCN(S(=O)(=O)c2ccc(Br)s2)CC1	i	5%	x	0	-5%	-5%	-1%	14%	0%
O=S(=O)(c1ccc2nc(COc3ccccc3)[nH]c2c1)N1CCOCC1	i	-5%	0	5	25%	1%	2%	0%	-4%
Cc1ccccc1CN1CCN(CC(=O)NCc2ccc3c(c2)OCO3)C1=O	i	7%	0	17	-18%	-3%	1%	-1%	4%
CC(=O)c1ccccc1OCC(O)CN1CCN(C(c2ccccc2)c2ccccc2)CC1 (stereo not drawn)	i	7%	2	7	34%	-9%	9%	-2%	41%
Cc1ccc(Nc2nc(N)nc(CN3CCN(c4ccccc4)CC3)n2)cc1Cl	i	12%	1	1	72%*	-8%	4%	x	55%*
O=S(=O)(NCc1ccncc1)c1ccc(S(=O)(=O)NCC2CCCO2)cc1 (stereo not drawn)	i	7%	1	3	-6%	-5%	-2%	10%	-8%
O=C(NC1CCCCC1)C(c1ccncc1)N(CC1CCCO1)C(=O)C(F)(F)F (stereo not drawn)	i	10%	12	14	-3%	-5%	-3%	13%	-13%
COCCCNC(=O)CN(c1cccc(Cl)c1C)S(C)(=O)=O	i	7%	14	15	0%	-2%	3%	23%	4%
Cc1nnc(NC(=O)CN2C(=O)c3ccccc3S2(=O)=O)s1	i	-1%	6	3	3%	-5%	2%	x	-1%
CCc1ccccc1N(CC(=O)O)S(C)(=O)=O	i	6%	0	9	-7%	-8%	4%	9%	-11%
Cc1ccc2[nH]c3c(c2c1)CN(C(=O)CN1CCCc2ccccc21)CC3	i	10%	2	2	56%*	9%	-6%	-1%	54%*
COc1ccccc1N1CCN(CC(=O)Nc2cc(C)nn2-c2nc(C)cc(C)n2)CC1	i	4%	2	8	52%*	2%	47%	x	15%
Brc1ccc(-c2nc(-c3cccnc3)no2)o1	i	16%	7	9	-23%	4%	4%	-19%	-64%
CCCC1(C(=O)OC)NC(c2ccco2)C2C(=O)N(c3ccc(C)cc3)C(=O)C21 (stereo not drawn)	i	7%	7	10	1%	-4%	3%	9%	7%
c1cc(-c2nnc3n2CCC3)[nH]n1	i	0%	11	0	1%	-3%	5%	x	-6%
Cc1ccc(S(=O)(=O)N2CCCCC2)cc1C(=O)c1nccn1C	i	4%	7	7	-7%	0%	1%	8%	-14%
O=C(CCn1c(=O)sc2ccccc21)NCc1cccs1	i	x	4	0	x	x	-7%	-3%	x
CCc1c(C)nc(SC)n(CC#N)c1=O	i	4%	4	0	-2%	1%	8%	x	-15%
Nc1c(C(=O)NCc2ccco2)sc2nc3c(cc12)C(=O)CCC3	i	8%	8	3	56%*	4%	-3%	12%	37%
CCCCn1c(CN2CCN(c3ccccc3)CC2)nc2c1c(=O)n(C)c(=O)n2C	i	11%	7	7	16%	2%	5%	4%	10%	PMK inhibit pilot replicates=0.0;Spn MK inh pilot replicates=0.0;Spn DPM-DC inh pilot screen %=0.5
CCn1c(SCC(=O)Nc2ccc3c(c2)c2ccccc2n3CC)nnc1-c1cnccn1	i	14%	0	0	-5%	-7%	9%	11%	12%
Cc1ccc(N(C(=O)C2CCCO2)C2C=CS(=O)(=O)C2)cc1Cl (stereo not drawn)	i	3%	12	15	-11%	-7%	2%	4%	2%
CCOc1ccccc1C(=O)Nc1ccc2nc(N3CCN(c4ncccn4)CC3)cc(C)c2c1	x	-1%	4	9	15%	-12%	12%	-6%	11%
CCn1c(SCC(=O)c2ccc(Cl)cc2)nnc1C(C)C	i	7%	7	11	2%	2%	-7%	15%	8%

5 structures out of the list, sorted by heavy-atom count, rising.
SMILES	Spn DPM-DC inh	Alkaline phosphatase	Spn MK inh	PMK inhibit	HPDE-C7 viability	Bfl-1 displacement	HT1080 viability	LYP phosphatase	KRASV12 cytotoxicity	others
c1cc(-c2nnc3n2CCC3)[nH]n1	i	0%	11	0	1%	-3%	5%	x	-6%
O=C(CCn1c(=O)sc2ccccc21)NCc1cccs1	i	x	4	0	x	x	-7%	-3%	x
Cc1ccc2[nH]c3c(c2c1)CN(C(=O)CN1CCCc2ccccc21)CC3	i	10%	2	2	56%*	9%	-6%	-1%	54%*
O=C(NC1CCCCC1)C(c1ccncc1)N(CC1CCCO1)C(=O)C(F)(F)F (stereo not drawn)	i	10%	12	14	-3%	-5%	-3%	13%	-13%
CCCCn1c(CN2CCN(c3ccccc3)CC2)nc2c1c(=O)n(C)c(=O)n2C	i	11%	7	7	16%	2%	5%	4%	10%	PMK inhibit pilot replicates=0.0;Spn MK inh pilot replicates=0.0;Spn DPM-DC inh pilot screen %=0.5

Next section:
SMILES	Spn DPM-DC inh	Alkaline phosphatase	Spn MK inh	PMK inhibit	HPDE-C7 viability	Bfl-1 displacement	HT1080 viability	LYP phosphatase	KRASV12 cytotoxicity	others
CCn1c(=O)c2c(n3cnnc13)-c1ccccc1CC21CCCCC1	i	10%	3	0	-1%	0%	-5%	x	-4%
Cc1nc2ccc3nc(NC(=O)C4COc5ccccc5O4)sc3c2s1 (stereo not drawn)	i	-1%	2	0	-14%	1%	-5%	-3%	-20%
CCCCc1cc(=O)oc2cc(OCC(=O)N(CC)CC)c(Cl)cc12	i	10%	8	16	5%	-1%	4%	3%	2%	PMK inhibit pilot replicates=1.5;Spn MK inh pilot replicates=0.5;Spn DPM-DC inh pilot screen %=12
O=C(NC1CCCC1)C1c2ccccc2C(=O)N1CCCN1CCOCC1 (stereo not drawn)	i	6%	6	0	-9%	-5%	-5%	10%	-3%
Cc1cc(=O)n2nc(-c3ccccc3)sc2n1	i	9%	9	1	-4%	6%	-5%	x	-12%	PMK inhibit pilot replicates=0.0;Spn MK inh pilot replicates=0.0;Spn DPM-DC inh pilot screen %=0.5
Cc1c2c(nc3c(C(=O)NC4CC4)cnn13)CCCC2	i	10%	0	0	-6%	3%	4%	9%	1%
COc1ccc(NCc2nnc(SCC(=O)Nc3cccc(C)c3)o2)cc1	i	3%	6	4	15%	1%	2%	1%	20%
CCOC(=O)NC1(C(F)(F)F)N=C(c2ccccc2)NC1=O (stereo not drawn)	i	4%	8	3	-4%	4%	5%	0%	10%
CCn1c(Cc2ccc(OC)cc2)nnc1SCC(=O)Nc1nc2ccccc2s1	i	13%	10	9	-6%	-3%	x	3%	-6%
COc1ccc(CCNC(=O)CN2CCCc3ccccc32)cc1OC	i	10%	0	9	-8%	2%	0%	4%	-8%

Structures listed so far that contain a CF3 group, in the order listed:
SMILES	Spn DPM-DC inh	Alkaline phosphatase	Spn MK inh	PMK inhibit	HPDE-C7 viability	Bfl-1 displacement	HT1080 viability	LYP phosphatase	KRASV12 cytotoxicity	others
O=C(NC1CCCCC1)C(c1ccncc1)N(CC1CCCO1)C(=O)C(F)(F)F (stereo not drawn)	i	10%	12	14	-3%	-5%	-3%	13%	-13%
CCOC(=O)NC1(C(F)(F)F)N=C(c2ccccc2)NC1=O (stereo not drawn)	i	4%	8	3	-4%	4%	5%	0%	10%

Assay outcomes as filed in PubChem.
